TcdB inh = TcdB glycohydrolase inhibitors, primary screen, biochemical, single point, plate reader | TcdB glycohydrolase enzymatic assay | AID 652162, 2013 | Toxin B (Clostridioides difficile), P18177 | inhibition, % at 9.99 µM | hit rate 0.24% among 350,000; in the data active = inhibition above about 10%
CCHFV vOTU inh = CCHFV vOTU protease inhibitors, primary screen, biochemical, Pep-AMC substrate, fluorescence; AID 651958, 2012; Crimean-Congo hemorrhagic fever virus L polyprotein viral ovarian tumor (vOTU) protease …; hit rate 0.55% among 370,000; inhibition, % at 11.5 µM; in the data active = inhibition above about 30%; also: 0% = vehicle wells with enzyme and 100% = no enzyme wells
Rv3671c protease = Rv3671c serine protease inhibitors, primary screen, biochemical, fluorescence polarization, M. tuberculosis H37Rv; P9WHR9; inhibition, % at 5.96 µM; hit rate 0.048% among 320,000; AID 2606, 2010; in the data active = inhibition above about 38%;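 also: extracellular domain of Rv3671c used as enzyme; 0% = enzyme with DMSO and 100% = no enzyme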
Target sequence (P9WHR9 whole entry, looked up, the tested form may be a part): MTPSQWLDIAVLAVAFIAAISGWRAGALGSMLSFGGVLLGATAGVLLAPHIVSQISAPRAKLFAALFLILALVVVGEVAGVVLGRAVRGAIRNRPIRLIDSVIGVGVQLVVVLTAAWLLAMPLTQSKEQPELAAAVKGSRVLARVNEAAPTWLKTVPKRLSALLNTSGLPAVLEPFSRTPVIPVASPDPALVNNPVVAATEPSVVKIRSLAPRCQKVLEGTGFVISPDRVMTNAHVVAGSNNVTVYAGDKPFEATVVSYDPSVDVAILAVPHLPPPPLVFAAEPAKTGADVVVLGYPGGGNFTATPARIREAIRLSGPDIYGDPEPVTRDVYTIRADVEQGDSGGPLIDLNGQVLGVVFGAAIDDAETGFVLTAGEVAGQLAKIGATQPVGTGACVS
MazF activator = activators of E. coli MazEF toxin-antitoxin RNase, primary screen, biochemical, fluorescence, uHTS | Endoribonuclease toxin MazF (Escherichia coli (strain K12)), P0AE70 | FAM/BHQ RNA-DNA oligo cleavage fluorescence, 5 h | activation, % at 20 µM | hit rate 0.32% among 350,000 | AID 504720, 2011; in the data active = activation above about 50%
Target sequence (P0AE70 whole entry, looked up): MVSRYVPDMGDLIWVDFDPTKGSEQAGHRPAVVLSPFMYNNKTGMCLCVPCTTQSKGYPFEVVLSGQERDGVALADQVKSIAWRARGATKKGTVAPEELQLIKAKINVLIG
Vc quorum ag = inducers of Vibrio cholerae quorum light production without autoinducers, primary screen, BH1578 luxS cqsA deficient, single point | V. cholerae BH1578 lux reporter, luminescence, 6 h | activation, % at 18.7 µM | hit rate 0.16% among 350,000 | AID 588436, 2011; in the data active = activation mostly above about 9.7%, no sharp cut-off; also: not every result past the cut was called active; inactives centre near 0; reference of the scale not given here
Y pestis TopoI = Yersinia pestis topoisomerase I inhibitors, primary screen, biochemical, cleavage product accumulation, plate reader, single point; Y. pestis Topo-I cleavage product accumulation; hit rate 0.064% among 360,000; AID 504884, 2011; activity, % at 10 µM; DNA topoisomerase I (Yersinia pestis CO92); in the data active = activity above about 50%, passing the limit was not always enough; also: inactives centre near 2
SARS 3CLpro inh = SARS-CoV 3CLpro protease inhibitors, primary screen, biochemical, quenched FRET | Replicase polyprotein 1ab (Severe acute respiratory syndrome coronavirus), P0C6X7 | recombinant SARS-CoV 3CLpro, quenched FRET peptide cleavage | inhibition, % at 6 µM | hit rate 0.14% among 290,000 | AID 1706, 2009; in the data active = inhibition above about 12%
PrPC TRFRET = inhibitors of human cell surface prion protein PrPC, primary screen, cell-based, TR-FRET. Major prion protein (Homo sapiens), P04156. TR-FRET read-out. inhibition, % at 13.8 µM. hit rate 0.43% among 370,000; in the data active = inhibition above about 24%; also: 0% = median of the test wells and 100% = reference compound wells
VHR inh abs = VHR1 phosphatase inhibitors, primary screen, biochemical, absorbance, uHTS; Dual specificity protein phosphatase 3 (Homo sapiens), P51452; recombinant VHR phosphatase, pNPP absorbance; inhibition, % at 13.3 µM; hit rate 0.52% among 290,000; in the data active = inhibition above about 50%; also: some compounds called inactive have numbers as strong as hits
Target sequence (P51452 whole entry, looked up): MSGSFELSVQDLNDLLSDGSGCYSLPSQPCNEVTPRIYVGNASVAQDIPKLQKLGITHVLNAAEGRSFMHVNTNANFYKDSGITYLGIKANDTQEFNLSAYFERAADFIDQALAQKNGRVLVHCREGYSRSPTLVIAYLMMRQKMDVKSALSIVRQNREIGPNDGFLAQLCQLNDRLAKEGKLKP
SSB-PriA inh = inhibitors of Klebsiella pneumoniae PriA binding to SSB C-terminal tail, primary screen, biochemical, AlphaScreen; AlphaScreen SSBct-PriA binding, biotinylated peptide; hit rate 0.6% among 430,000; PriA–SSB C-terminal tail interaction (Klebsiella pneumoniae); inhibition, % at 33 µM; in the data active = inhibition mostly above about 37%, no sharp cut-off; inactive = mostly below about 20%;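 also: plate controls were negative control peptide for no effect and reference peptide for full effect; strong numbers were not always called active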
* marks the source's active call; other numbers are inactive results; i = inactive; . = no result given. This is a subset; count on the stated rates, not on these rows.

Values run as follows: CCHFV vOTU inh, VHR inh abs, Y pestis TopoI, SARS 3CLpro inh, MazF activator, Rv3671c protease, TcdB inh, Vc quorum ag, PrPC TRFRET, SSB-PriA inh
CC(=O)Nc1ccc(S(=O)(=O)NC(CC(=O)N2CCC3(CC2)OCCO3)C(C)C)cc1 (stereo unspecified)
 : 6, 2, -6, 1, 2, 1, ., i, -2, 10
O=C(Nc1ccc2c(c1)S(=O)(=O)N=C1CCCCCN12)c1ccccc1Cl
 : 9, -4, -13, -2, 7, -3, -1.3, -0.4, 4, -11
O=C(NCc1cccs1)c1ccccc1C(=O)NCc1cccs1
 : -3, -24, 0, 0, 7, 3, ., i, 1, -8
O=C(Nc1cccc(S(=O)(=O)N2CCOCC2)c1)C1=NN(c2ccccc2)C(=O)CC1
 : 15, 11, -7, -3, 3, -10, 0.7, i, -4, -8
O=C(COC(=O)c1cc[n+]([O-])cc1)Nc1cccc(Br)c1
 : 5, ., -8, ., 0, ., 2.0, i, 0, -15
O=C(Cn1cc(C(F)(F)F)cc(Cl)c1=O)Nc1cc(S(=O)(=O)N2CCOCC2)ccc1Cl
 : 4, 0, -7, 2, 8, -4, 2.2, i, 0, 3
COc1ccccc1-c1nnc(Nc2nc3c(OC)cccc3s2)o1
 : -1, 9, 3, -1, 11, 3, ., -1.6, 42*, 0
O=C(Nc1ccnn1C1CCN(Cc2ccc(O)c(Cl)c2)CC1)C1CCCC1
 : 2, 32, 4, 5, 3, -4, 1.2, i, 1, -3
CC1CCN(S(=O)(=O)c2ccc3c(c2)CC(C)N3C(=O)C2CCC2)CC1 (stereo unspecified)
 : 4, -20, 14, 1, 11, 1, 1.8, i, 4, -6
CC(C)(C)C(=O)/C(=C/c1ccc(Cl)cc1)n1cncn1
 : -5, -11, 12, 0, 3, ., 1.5, 1.4, -1, -1
O=C(Nc1sc2c(c1C(=O)O)CCCCC2)c1ccccc1
 : 10, -12, -12, 4, 21, 7, 7.7, -1.5, 1, -11
Cc1ccc(C(c2ccc(C)o2)c2cccc([N+](=O)[O-])c2O)o1
 : 6, 0, -5, 5, 0, 9, -1.8, i, -7, 45*
CCSc1cc(N2CCCC2)nc(-c2ccccc2)n1
 : -4, 24, -6, -1, -5, -5, ., i, -3, -9
CC(c1ccco1)N(C(=O)c1ccc(C(F)(F)F)cc1)c1ccccn1 (stereo unspecified)
 : -32, 9, -13, 4, 2, -2, -0.3, -0.1, 8, -9
O=C(Nc1ccc(Oc2cccnc2)cc1)C1CCN(Cc2cc(Cl)ccc2O)CC1
 : -4, 13, -2, 2, -7, -4, 1.2, -0.1, -4, -1
COc1ccccc1NC(=O)CSc1nnc2ccc(-c3cccnc3)nn12
 : -7, 30, 9, -1, 3, -5, 1.4, -0.4, -10, -11
COc1cccc(-n2c(C)cc(/C=C3/C(=N)N4C(=NC3=O)SN=C4S(C)(=O)=O)c2C)c1
 : -2, 18, -4, 6, -11, -7, -1.3, 0.6, 11, -3
COc1ccc(OCCSc2nc(-c3ccccc3)cc(=O)[nH]2)cc1
 : -15, -20, -12, 0, -12, -10, 0.3, -0.2, -2, -8
CCNc1oc(-c2cccc3ccccc23)nc1C#N
 : -67, -3, 16, 0, 5, -5, ., ., 4, -15
N#Cc1nnn(Cc2ccccc2)c1N
 : -7, 4, 3, 3, 3, -4, -1.7, -0.6, 3, 0
O=c1c(Cl)c(NCc2ccccc2)cnn1C12CC3CC(CC(C3)C1)C2
 : 10, 5, -3, 1, 5, -13, 0.3, -0.2, 2, -8
Cn1c(=O)oc2cc(S(=O)(=O)CCC(=O)N3CCN(c4ccccc4F)CC3)ccc21
 : 4, 5, 1, 3, 2, -5, -0.6, -0.3, -4, 0
Cc1cc(C)cc(OCC(=O)N2Cc3ccccc3CC2C(=O)O)c1 (stereo unspecified)
 : -1, 22, -9, 4, -13, 0, -0.7, -0.2, 4, -6
CC1(C(=O)Nc2ccc(F)c(Cl)c2)Cc2c(-c3ccc(C(N)=O)cc3)ccnc2O1 (stereo unspecified)
 : -3, ., -1, ., ., ., -0.3, -0.3, 2, .
COC(=O)C1C(c2ccc(OC)c(OC)c2)NC(c2ccc(OC)c(OC)c2)C(C(=O)OC)S1(=O)=O (stereo unspecified)
 : -7, -18, -8, -3, 3, 6, 1.9, -14, 2, -7
NS(=O)(=O)c1ccc(CCNC(=O)COC(=O)CCc2ccccc2)cc1
 : 13, 33, -12, 2, 2, -3, 1.0, -0.7, 8, 2
Cc1cc(N(CCCl)CCCl)ccc1C=Cc1ccncn1
 : -7, ., -5, ., -189, ., 2.1, i, -11, -2
Cn1cc(CCC(=O)N2CCCC(CCC(=O)NCc3ccccc3F)C2)cn1 (stereo unspecified)
 : -10, 4, 5, 1, 2, -12, 0.3, -4.8, -5, -6
Cc1[nH]c2ccccc2c1CCN
 : 18, ., 6, -6, 9, 3, ., i, -4, 8
CN1C(=O)N(C)C(=O)C2(Cc3ccccc3N3CCCC32)C1=O (stereo unspecified)
 : -15, 29, 3, 2, -1, 4, 0.3, i, -4, -14
Cc1cccc(C2CC(c3ccc(Cl)cc3)Nc3nc(N)nn32)c1 (stereo unspecified)
 : -3, 36, 2, -2, 1, 8, 0.7, -0.2, 0, 6
CCOCCCNC(=O)c1ccc2c(c1)ncn2C1CCCC1
 : 10, 2, 3, 2, -6, 5, ., i, 9, -5
COc1ccc(S(=O)(=O)NCc2cn3c(C)csc3n2)cc1F
 : 2, -5, 5, 2, -3, 5, -0.6, -0.2, 0, 0
NC(=O)CC(NC(=O)c1ccc(Br)cc1)c1ccc(NC2CCCCCCC2)c([N+](=O)[O-])c1 (stereo unspecified)
 : 5, 9, 14, 4, 1, -2, 0.6, i, -2, 8
CSC1=NC(C(Cl)(Cl)Cl)N=C(c2ccccc2)N1 (stereo unspecified)
 : 3, 21, -1, 0, 5, 3, 1.0, 1.6, 2, 1
O=C(O)c1c(NC(=O)N(CCO)Cc2ccccc2)sc2c1CCCC2
 : -4, 0, -1, -2, -3, 0, -0.4, -8.3, 5, 3
Cc1ccc(C[n+]2ccccc2)cc1
 : -8, ., -2, ., 2, -9, 0.9, i, 6, -8
COc1ccc(NC(=O)CSc2nc3c(c(=O)n2-c2ccccc2)SCC3)c(OC)c1
 : -3, 17, -6, 0, 12, 0, ., i, 1, -8
CC(/C=C/c1ccccc1F)=N\NC(=O)C(C)C
 : 8, -8, 3, 1, 11, 9, ., -0.7, 3, .
CCCOc1cccc(C(=O)NCCNC(=O)c2cnccn2)c1
 : -4, -3, -7, -3, 9, 8, 1.2, -0.4, -6, -7
O=C(O)c1ccc(COc2ccc3c4c(c(=O)oc3c2)CCC4)o1
 : -9, 22, 2, 7, -6, 1, ., i, 4, -9
COc1ccc(C(=O)OCC(=O)NC(Cc2ccccc2)C(C)=O)cc1S(=O)(=O)N1CCCC1 (stereo unspecified)
 : 9, ., 12, ., -4, ., -2.1, 5.6, 4, -1
Cc1ccccc1Cn1nnc(-c2ccc(C(=O)O)cc2)n1
 : -4, 18, 10, 3, 5, 2, -0.3, 0.9, 2, -1
Cc1ccc(-c2nsc(SCC(=O)NCc3ccc4c(c3)OCO4)n2)cc1
 : -3, 7, 10, 2, 15, -9, 0.7, -0.2, 2, -6
Cn1c(-c2cccs2)nc2ccccc21
 : -20, 8, 2, -2, 5, 8, 0.0, i, -15, -3
Cc1cc(=O)[nH]c(N/N=C/c2c(C)nn(-c3ccccc3Cl)c2Cl)n1
 : 17, 13, -8, -1, 0, 2, 0.9, -1.7, -19, .
CSc1ccccc1C(=O)NC1CCCCC1
 : 7, 23, 8, 4, 0, -3, ., i, -4, 2
CC(=O)c1c(C)[nH]c(C(=O)OCC(=O)C(C)(C)C)c1C
 : 10, 33, 8, -1, 16, -8, 1.0, 1.6, -2, 2
Cc1ccc(NCCC(=O)c2ccc(Cl)c(Cl)c2)cc1
 : -7, 31, 1, 4, -5, -9, ., i, 5, -11
Cc1ccccc1-n1c(SCC(N)=O)nc2sc(-c3ccccc3)cc2c1=O
 : -2, 30, 3, -4, -1, -3, ., ., 7, -13
CC(C)(C)C1CCC2(CC1)Nc1cccc3cccc(c13)N2
 : 9, 0, -5, -2, -5, -20, ., -0.2, -3, 0
CCOc1cc(/C=N/NC(=O)CN2CCCCC2)ccc1OCc1ccc(Cl)cc1
 : -6, 13, 6, -5, -10, 5, ., 3.3, -4, .
CC(C)c1ccc(C(=O)N/N=C/c2cccc(Cl)c2Cl)cc1
 : -3, -1, -3, 3, 13, -2, ., i, 0, .
CN(C)C(CNC(=O)C1CCN(C(=O)/C=C/c2ccccc2)CC1)c1ccccc1 (stereo unspecified)
 : 8, 46, 16, 0, 0, 9, 0.2, -0.5, -5, -5
CC(NS(=O)(=O)c1ccc(Cl)cc1)C(=O)NCc1ccco1 (stereo unspecified)
 : -6, 4, -6, 3, -8, 0, ., i, 3, 8
CCN1CCN(C(=O)c2ccc(CSc3ccc(C)cc3)cc2)CC1
 : -9, 0, 27, -1, 3, 11, ., -0.4, -11, -1
O=C(NCCCn1ccnc1)c1cccc(Br)c1
 : 3, 53*, -8, -2, 13, 6, 0.8, -0.6, 5, -16
COc1ccc2c(c1OC)C(=O)OC2C/C(=N\NC(N)=O)c1ccccc1 (stereo unspecified)
 : 11, 7, 5, 2, -1, -5, 1.1, -1.9, -2, .
CCn1c(O)c(/C=N/N=C2CCCC2)c2ccc(C3=NNC(=O)CC3)cc21
 : -2, -11, 3, -4, 0, 5, ., 3.0, -10, .
O=C(c1ccc(F)cc1)N1CCC2(CC1)OCCO2
 : -2, 14, 1, 0, 8, 1, 0.4, i, -2, -15
Cc1ccc(S(=O)(=O)NCCC2=CCCCC2)cc1
 : 8, ., 18, ., 8, ., 0.3, -3.8, 2, -29

Record cards, from the list above:
Cc1[nH]c2ccccc2c1CCN as listed: CCHFV vOTU inh = 18; VHR inh abs = .; Y pestis TopoI = 6; SARS 3CLpro inh = -6; MazF activator = 9; Rv3671c protease = 3; TcdB inh = .; Vc quorum ag = i; PrPC TRFRET = -4; SSB-PriA inh = 8
COc1ccc2c(c1OC)C(=O)OC2C/C(=N\NC(N)=O)c1ccccc1 (stereo unspecified) as listed: CCHFV vOTU inh = 11; VHR inh abs = 7; Y pestis TopoI = 5; SARS 3CLpro inh = 2; MazF activator = -1; Rv3671c protease = -5; TcdB inh = 1.1; Vc quorum ag = -1.9; PrPC TRFRET = -2; SSB-PriA inh = .

Compound activity (PubChem BioAssay)
